POLH inh – DNA polymerase eta (human) inhibition | recombinant Pol eta, fluorescent DNA replication assay | Potency, µM (titrated, usually from 114 µM), for the others: at the highest dose activity change, negative = inhibition, most hits filed as inhibitors | 390,000 compounds, 1.2% hits; further: potency means the concentration at half of the fitted maximal effect; on the % scale 0 is the no-effect control and ±100 the full control effect
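Pol eta at 10 nM preincubated with compounds 15 min at room temperature; reaction started with fluorescent substrate (50 nM final) and read kinetically at 0 and 10 min.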
POLK inh – inhibitors of human DNA polymerase kappa; Q9UBT6; purified Pol kappa, fluorescent DNA synthesis assay, 10 min; Potency, µM (series often up to 107 µM), without a hit: at the highest dose activity, negative = inhibition, usual class: inhibitors; 400,000 compounds, 0.53% hits; AID 588579; further: potency means the concentration at half of the fitted maximal effect; on the % scale 0 is the no-effect control and ±100 the full control effect
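Here, compound and 10 nM enzyme are combined for 15 min at room temperature; adding 50 nM substrate (final) starts DNA synthesis, tracked by fluorescence at 0 and 10 min against buffer-only wells.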
POLB inh – inhibitors of human DNA polymerase beta; 340,000 compounds, 1.3% hits; P06746; Pol beta primer extension/strand displacement, fluorescence kinetic; Potency, µM (doses to about 114 µM), without a hit: at the top dose activity change, negative = inhibition, actives largely listed as inhibitors; further: potency means the concentration at half of the fitted maximal effect; on the % scale 0 is the no-effect control and ±100 the full control effect
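Preincubation: enzyme (10 nM) with compound, 15 min, RT. Reaction: substrate added to 50 nM final. Reads: 0 and 10 min. Analysis: normalized, Hill fit.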
RGS4 inh – blocks human RGS4-accelerated GTP hydrolysis; P49798; Transcreener GDP fluorescence polarization, RGS4-accelerated GTP hydrolysis; Potency, µM (doses to about 114 µM), for inactives: at the top dose activity change, negative = inhibition, most hits filed as inhibitors; 390,000 compounds, 0.039% hits; AID 504845; further: potency means the concentration at half of the fitted maximal effect; on the % scale 0 is the no-effect control and ±100 the full control effect; nearly all actives have a fitted effect of over 75% in size; some results filed as inactive show a strong effect at the top dose
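MLSMR compounds (23 nl, pin-transferred) preincubated 10 min at room temperature with a 500nM (2x) first reagent, then RGS4 at 900nM (2x) plus Transcreener GDP mix added; fluorescence polarization (620/688 nm) read before and after 90 min at 30 °C.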
LDHA inh – inhibitors of human lactate dehydrogenase A. purified LDHA, NADH/diaphorase-resazurin fluorescence; hits give low values. activity change, % (values are at about 110 or 230 µM). 480,000 compounds, 0.15% hits. AID 1347041; in the data active means activity change below about -30%; inconclusive means mostly about -25% to -30%;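 further: plate controls were DMSO wells for no effect and wells without enzyme for full effect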
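LDH5 2 nM; NADH 0.06 mM, pyruvate 0.2 mM; 200 mM Tris pH 7.4, EDTA, Tween-20; 5 min RT. Detection: diaphorase 0.133 mg/mL + resazurin 37 µM, fluorescence ex540/em590 at 0 and 20 min; normalized to enzyme-free and DMSO wells.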
12-LOX inh – ALOX12 (human) lipoxygenase inhibition | 580,000 compounds, 1.1% hits | Potency, µM (doses to about 108 µM), for the others: at the highest dose activity change, negative = inhibition, usual class: inhibitors | P18054 | purified 12hLO, xylenol orange hydroperoxide absorbance | AID 1671190; further: potency means the concentration at half of the fitted maximal effect; on the % scale 0 is the no-effect control and ±100 the full control effect
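Hydroperoxide product was detected by ferrous iron/xylenol orange as the 573 to 405 nm absorbance ratio. Arachidonic acid at 40 uM (final) was turned over for 30 min at room temperature by 150 nM human 12hLO, pH 7.0 Hepes buffer, after 15 min compound preincubation.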
APEX1 inh – APE1 (human) endonuclease inhibition; P27695; 350,000 compounds, 0.35% hits; recombinant APE1, TAMRA/BHQ-2 abasic DNA cleavage fluorescence; Potency, µM (top dose mostly 65.8 µM), inactives show at the highest dose activity change, negative = inhibition, most hits filed as inhibitors; AID 2517;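 further: potency means the concentration at half of the fitted maximal effect; plate controls were vehicle for no effect and reference inhibitor for full effect; nearly all actives have a fitted effect of over 55% in size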
Target sequence (P27695 whole entry, looked up): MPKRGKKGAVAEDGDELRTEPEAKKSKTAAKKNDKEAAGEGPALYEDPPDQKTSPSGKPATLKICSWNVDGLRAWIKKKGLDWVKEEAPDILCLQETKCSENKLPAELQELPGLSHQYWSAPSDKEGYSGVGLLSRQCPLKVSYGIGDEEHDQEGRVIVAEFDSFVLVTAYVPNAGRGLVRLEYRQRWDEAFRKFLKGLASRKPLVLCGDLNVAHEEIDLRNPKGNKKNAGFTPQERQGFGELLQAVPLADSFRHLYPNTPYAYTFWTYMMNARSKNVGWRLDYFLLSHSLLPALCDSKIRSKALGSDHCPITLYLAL
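Compound pre-exposure to 0.75 nM APE1, 15 min at ambient temperature. Reaction initiated with 50 nM TAMRA/BHQ-2 THF substrate, read immediately in kinetic mode, 525 nm excitation, 598 nm emission.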
ERG Ets-DNA blk – inhibitors of human ERG Ets domain-DNA interaction. fluorescence polarization, His-ERG Ets domain / labelled DNA. 370,000 compounds, 0.028% hits. Potency, µM (top dose mostly 76.9 µM), inactives show at the top dose FP activity, negative = inhibition, hits mostly inhibitors. P11308. AID 624246; active means well fitted inhibition curve with a large enough effect in the polarisation, with a control signal flat; inconclusive means small, poorly fitted or top-dose-only effect, or effect the other way, or a change in a side signal; inactive means no such curve, though single readings can be large or run the other way; the % refers to the polarisation;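 further: polarization taken with two DNA probes labelled with fluorescein and Texas red; potency means the concentration at half of the fitted maximal effect; % of control where 0% means no effect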
Target sequence (P11308 whole entry, looked up, the tested form may be a part): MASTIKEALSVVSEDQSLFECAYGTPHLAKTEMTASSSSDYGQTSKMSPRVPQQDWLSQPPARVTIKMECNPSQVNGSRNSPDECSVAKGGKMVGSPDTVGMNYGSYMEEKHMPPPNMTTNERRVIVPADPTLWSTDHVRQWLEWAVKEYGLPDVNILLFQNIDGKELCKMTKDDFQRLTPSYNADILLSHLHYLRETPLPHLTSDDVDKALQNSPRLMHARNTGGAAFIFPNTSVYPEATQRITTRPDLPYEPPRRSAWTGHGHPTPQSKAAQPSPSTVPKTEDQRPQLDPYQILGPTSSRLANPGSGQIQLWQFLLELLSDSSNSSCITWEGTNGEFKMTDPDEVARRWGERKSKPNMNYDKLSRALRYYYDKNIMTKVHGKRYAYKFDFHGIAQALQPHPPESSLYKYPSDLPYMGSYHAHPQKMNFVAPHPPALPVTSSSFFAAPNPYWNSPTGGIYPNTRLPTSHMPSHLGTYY
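His-tagged ERG Ets domain (1 uM in the protein solution; 300mM KCl, 50mM Tris-HCl, 1mM EDTA, 1mM DTT, pH 7.5) received compound, then a probe mix of 5 nM fluorescein-DNA and 100nM Texas-615-DNA. Fluorescence polarization was read for both dyes.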
Apoferritin bind – candidate novel general anesthetic via apoferritin binding; P02791; apoferritin/1-aminoanthracene competitive binding, fluorescence; Potency, µM (doses to about 77.5 µM), for the others: at the highest dose activity change, negative = displacement, usual class: inhibitors; 350,000 compounds, 0.074% hits; further: potency means the concentration at half of the fitted maximal effect; on the % scale 0 is the no-effect control and ±100 the full control effect; nearly all actives have a fitted effect of over 20% in size
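Read-out: endpoint 1-AMA fluorescence, excitation 380 nm and emission 535 nm, after compounds sit 10 min at room temperature with 10 uM horse-spleen apoferritin in 50% saturated 1-AMA/PBS. Values come from four-parameter Hill fits.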
Numbers without * were called inactive; u = inconclusive; x = not tested or not shown; [ ] = another dose, or the depositor's remark. Unless noted, the call rests on the fitted dose curve; in most records, active means well fitted curve in the direction sought with a large enough effect; inconclusive means small, poorly fitted or top-dose-only effect, or another doubt; inactive means no such curve, though single readings can be large; an effect the other way counts as inactive or inconclusive. A portion of the library; count on the stated rates, not on these rows.

Screens by letter – A = POLH inh; B = POLK inh; C = POLB inh; D = RGS4 inh; E = LDHA inh; F = 12-LOX inh; G = APEX1 inh; H = ERG Ets-DNA blk; I = Apoferritin bind
Structure: COc1cc(/C=C/C(=O)O)cc(S(=O)(=O)Nc2ccc(F)cc2)c1OC
  A = -14%; B = -1%; C = 21%; D = -6%; E = 4; F = -17%; G = -4%; H = 6%; I = -8%
Structure: CCOC(=O)C1=C(O)/C(=C/c2cn(CC(=O)N3CCCC3)c3ccccc23)SC1=Nc1ccccc1
  A = u; B = -18%; C = 21%; D = 10%[11.4 µM]; E = -10; F = x; G = 1%; H = -3%; I = 6%
Structure: CC(C)c1nc(SCC(=O)Nc2ccc3c(c2)OCCO3)n[nH]1
  A = -1%; B = -3%; C = 14%; D = 19%; E = 0; F = 2%; G = 13%; H = 0%; I = -6%
Structure: O=C(c1ccc2c3c(cccc13)CC2)C1CCCN(Cc2cccnc2)C1 (stereo not given)
  A = 5%; B = 1%; C = 2%; D = 2%; E = -9; F = 2%; G = 18%; H = 8%; I = -16%
Structure: COc1ccc(C(=O)OCC(=O)N2C(C)CCCC2C)cc1[N+](=O)[O-] (stereo not given)
  A = -17%; B = -8%; C = 30%[activator]; D = -8%; E = -2; F = 5%; G = 22%; H = 9%; I = u
Structure: COCc1ccc(CN2CCCC(CO)(Cc3cccc(Cl)c3)C2)o1 (stereo not given)
  A = -13%; B = -5%; C = -30%; D = -10%; E = -7; F = -4%; G = -2%; H = 4%; I = -7%
Structure: COc1ccc(CCN(CC(=O)NC(C)(C)C)C(=O)Cn2nnc(-c3ccc(C)o3)n2)cc1OC
  A = -8%; B = -3%; C = u; D = u; E = -2; F = u; G = -4%; H = 1%; I = -17%
Structure: CCN(CC)S(=O)(=O)c1ccc(/C=C/C(=O)OCC(=O)Nc2ccc(S(N)(=O)=O)cc2)cc1
  A = -14%; B = -9%; C = 17%; D = -12%; E = -12; F = -6%; G = -1%; H = 0%; I = -11%
Structure: O=C1NCCC/C1=N\Nc1ccc(Br)cc1
  A = -22%; B = -6%; C = 25%; D = -34%; E = 5; F = u; G = 3%; H = 7%; I = -12%
Structure: COc1ccc(/C=N/NC(=O)c2ccccc2OC)cc1COc1ccccc1[N+](=O)[O-]
  A = -15%; B = -1%; C = u; D = 8%; E = -7; F = -26%; G = 2%; H = -8%; I = -21%
Structure: COc1ccccc1N1CCN(C(=O)c2cc3c(=O)n(C)c4ccccc4c3s2)CC1
  A = -12%; B = 1%; C = 3%; D = -10%; E = 10; F = -13%; G = x; H = -3%; I = -11%
Structure: CCOC(=O)c1cnn(-c2ccccc2)c1NC(=O)c1ccc(C)cc1
  A = 4%; B = -14%; C = 25%; D = -6%; E = -10; F = 0%; G = -4%; H = -5%; I = -11%
Structure: CCOC(=O)N/N=C(C)/C=C/c1ccco1
  A = -12%; B = 5%; C = 14%; D = -36%; E = 2; F = -8%; G = 4%; H = 2%; I = 3%
Structure: CC(Oc1ccc(Cl)cc1Cl)C(=O)Nc1ccncc1 (stereo not given)
  A = -15%; B = -6%; C = 9%; D = -9%; E = -2; F = 0%; G = 11%; H = -10%; I = -11%
Structure: COc1ccc(CN(C)C(=O)c2ccc(NS(=O)(=O)c3ccccc3)cc2)c(OC)c1
  A = -10%; B = -9%; C = x; D = -9%; E = -4; F = -24%; G = -5%; H = -2%; I = x

As a short view, four of the compounds above:
Screens by letter – A = POLH inh; B = POLK inh; C = POLB inh; D = RGS4 inh; E = LDHA inh; F = 12-LOX inh; G = APEX1 inh; H = ERG Ets-DNA blk; I = Apoferritin bind
Structure: CCN(CC)S(=O)(=O)c1ccc(/C=C/C(=O)OCC(=O)Nc2ccc(S(N)(=O)=O)cc2)cc1
  A = -14%; B = -9%; C = 17%; D = -12%; E = -12; F = -6%; G = -1%; H = 0%; I = -11%
Structure: O=C1NCCC/C1=N\Nc1ccc(Br)cc1
  A = -22%; B = -6%; C = 25%; D = -34%; E = 5; F = u; G = 3%; H = 7%; I = -12%
Structure: COc1ccc(/C=N/NC(=O)c2ccccc2OC)cc1COc1ccccc1[N+](=O)[O-]
  A = -15%; B = -1%; C = u; D = 8%; E = -7; F = -26%; G = 2%; H = -8%; I = -21%
Structure: COc1ccccc1N1CCN(C(=O)c2cc3c(=O)n(C)c4ccccc4c3s2)CC1
  A = -12%; B = 1%; C = 3%; D = -10%; E = 10; F = -13%; G = x; H = -3%; I = -11%

Compound profiles, as listed above. Order of values: POLH inh | POLK inh | POLB inh | RGS4 inh | LDHA inh | 12-LOX inh | APEX1 inh | ERG Ets-DNA blk | Apoferritin bind
Record of CC(Oc1ccc(Cl)cc1Cl)C(=O)Nc1ccncc1 (stereo not given) → -15% | -6% | 9% | -9% | -2 | 0% | 11% | -10% | -11%
Record of COc1ccc(C(=O)OCC(=O)N2C(C)CCCC2C)cc1[N+](=O)[O-] (stereo not given) → -17% | -8% | 30%[activator] | -8% | -2 | 5% | 22% | 9% | u

Further entries
Screens by letter – A = POLH inh; B = POLK inh; C = POLB inh; D = RGS4 inh; E = LDHA inh; F = 12-LOX inh; G = APEX1 inh; H = ERG Ets-DNA blk; I = Apoferritin bind
Structure: COC(=O)c1cn(C(=O)c2cc(Cl)ccc2Cl)c2ccccc12
  A = 2%; B = -2%; C = 86%; D = 12%; E = -8; F = 8%; G = 16%; H = -9%; I = -7%
Structure: CCN(c1ncnc2c1cnn2-c1ccc(C)cc1)C1CCCCC1
  A = -7%; B = -3%[60.1 µM]; C = 85%; D = -7%; E = -2; F = -16%; G = x; H = 0%; I = -10%
Structure: CN(Cc1ccccc1)C(=O)CN1C(=O)NC(C)(c2ccc(Cl)cc2)C1=O (stereo not given)
  A = -18%; B = 3%; C = 25%; D = 7%; E = -7; F = -21%; G = 17%; H = -8%; I = 6%
Structure: Nc1ccc(S(=O)(=O)NC2(C(F)(F)F)NC(=O)N(Cc3ccccc3)C2=O)cc1 (stereo not given)
  A = -18%; B = 6%; C = 36%; D = 8%; E = -2; F = 0%; G = 52%[activator]; H = 14%; I = 5%
Structure: COc1cccc(-c2csc(N3CCN(C(=O)NC45CC6CC(CC(C6)C4)C5)CC3)n2)c1
  A = -5%; B = -11%; C = -1%; D = -11%; E = -9; F = 0%; G = -3%; H = 0%; I = -4%
Structure: CCC(=O)NC(=S)Nc1cccc(C(C)=O)c1
  A = -6%; B = -5%; C = 5%; D = -25%; E = -3; F = 0%; G = -6%; H = 1%; I = u
